PostGolgi yeast: growth inhibition of a yeast mutant, post-Golgi transport screen; inhibition, % at 10 µM; post-Golgi transport phenotypic cell assay; 0.9% of 98,000 active;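 also: yeast cells grown in 1536-well plates; yeast grown about 18 h at 30C before absorbance read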
PTPN22 act: increases human PTPN22 phosphatase activity. Q9Y2R2. recombinant LYP, DiFMUP fluorescence; 0 = plate median, 100 = signal doubled. activation, % at 2 µM. 0.11% of 96,000 active. AID 697;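 active = activation at 2 µM above a set limit, the mean plus 5 SD, cut at about 37% in these data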
LYP inh 2: blocks human PTPN22 phosphatase activity. Q9Y2R2. recombinant LYP catalytic domain, DiFMUP fluorescence. inhibition, % at 2 µM. 0.21% of 96,000 active. AID 640;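 active = inhibition at 2 µM at or above a set limit, the screen mean plus 3 SD, cut at about 24% in these data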;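 also: 0% = DMSO with enzyme and 100% = enzyme fully blocked by orthovanadate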
PostGolgi ctrl: yeast control strain growth, post-Golgi counter-screen; 5% of 98,000 active; AID 738; efflux-deficient yeast background strain, growth absorbance A615, 16 h; inhibition, % at 10 µM
DAT uptake mod: changed human dopamine transporter uptake under cocaine IC80. Q01959. LLC-PK1 hDAT cells, [14C]-dopamine uptake with cocaine IC80; actives deviate in either direction. AID 449768. B-score at 10 µM. 1.3% of 110,000 active;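 active = Z score or B-score, a plate-position-corrected score, falls beyond the plate's 99.7% confidence bounds, in either direction; inactive = both scores lie inside the 99.7% bounds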;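 also: scored against the spread of the other compound wells on the same plate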
CYP2C9 inh: blocks human cytochrome P450 2C9. P11712. CYP2C9 Supersomes, luciferin-H conversion, luminescence. inhibition, % at 5 µM. 20% of 96,000 active. AID 777;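 active = blocking of liver enzyme CYP2C9 beyond about 50% at 5 µM, limit read from the data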; also: values of inactives mirror those of a sister screen read the other way
E coli WT exp: E. coli BW25113 growth inhibition, expanded screen; 0.15% of 98,000 active; OD600 absorbance; growth inhibition, % at 100 µM;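 active = growth inhibition above about 50% at one test dose, limit read from the data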;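 also: growth measured after 20 h incubation at 37 °C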
CYP2C9 activ: CYP2C9 (human) activation | P11712 | recombinant CYP2C9, luciferin-H conversion, luminescence; active compounds read high; factor 1 = untreated enzyme, 0 = blocked | activation factor at 5 µM | 1.4% of 96,000 active;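 active = activation factor of 2 or more for CYP2C9 at a 5 µM dose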;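 also: 0 = sulfaphenazole-blocked wells and 1 = vehicle-only wells; values of inactives mirror those of a sister screen read the other way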
PTK2B oligo ant: Pyk2 (human) oligomerization antagonism. z-score (the deposit names both 25 µM and 10 µM). Q14289. 0.83% of 99,000 active. Q293 cells, Pyk2 FERM NanoBiT luminescence; active compounds read low;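 active = Z-score of -3 or lower, scaled per plate to the spread of control and sample wells; inactive = z-score above -3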;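 also: negative z-score means lost luminescence so less FERM oligomerization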
Target sequence (Q14289 whole entry, looked up): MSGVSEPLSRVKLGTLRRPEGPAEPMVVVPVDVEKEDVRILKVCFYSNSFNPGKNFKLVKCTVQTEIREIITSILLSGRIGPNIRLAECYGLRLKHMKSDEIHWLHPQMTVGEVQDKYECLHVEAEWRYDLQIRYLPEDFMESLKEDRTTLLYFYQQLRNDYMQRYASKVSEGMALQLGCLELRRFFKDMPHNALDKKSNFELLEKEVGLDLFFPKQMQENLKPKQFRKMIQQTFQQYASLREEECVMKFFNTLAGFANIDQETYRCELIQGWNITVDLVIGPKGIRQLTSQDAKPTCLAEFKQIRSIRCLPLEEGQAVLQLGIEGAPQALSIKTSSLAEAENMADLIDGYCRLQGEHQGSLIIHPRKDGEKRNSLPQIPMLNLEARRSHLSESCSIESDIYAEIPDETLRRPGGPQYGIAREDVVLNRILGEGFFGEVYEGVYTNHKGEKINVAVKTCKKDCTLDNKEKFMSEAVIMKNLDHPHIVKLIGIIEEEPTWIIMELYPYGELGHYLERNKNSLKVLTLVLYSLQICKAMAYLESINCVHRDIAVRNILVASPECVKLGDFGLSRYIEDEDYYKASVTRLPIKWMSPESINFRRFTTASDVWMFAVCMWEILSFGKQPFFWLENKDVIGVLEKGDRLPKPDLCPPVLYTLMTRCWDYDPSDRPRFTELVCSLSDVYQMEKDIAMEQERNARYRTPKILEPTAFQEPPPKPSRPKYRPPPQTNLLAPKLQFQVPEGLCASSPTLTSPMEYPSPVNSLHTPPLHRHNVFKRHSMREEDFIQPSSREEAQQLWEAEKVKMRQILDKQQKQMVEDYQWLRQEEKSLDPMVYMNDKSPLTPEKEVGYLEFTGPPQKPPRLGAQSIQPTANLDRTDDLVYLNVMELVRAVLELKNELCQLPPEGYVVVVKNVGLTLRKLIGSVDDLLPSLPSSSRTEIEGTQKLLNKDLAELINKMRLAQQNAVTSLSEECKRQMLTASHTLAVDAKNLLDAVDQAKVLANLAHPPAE
Starred values were filed as active, the others as inactive; x = no result given. Rule as the data show it, unless noted: active = inhibition above about 30%; inactive = the rest.

SMILES	PostGolgi yeast	PTPN22 act	LYP inh 2	PostGolgi ctrl	DAT uptake mod	CYP2C9 inh	E coli WT exp	CYP2C9 activ	PTK2B oligo ant
COc1ccc(CNc2nc3c(c(C(F)(F)F)n2)CCCCC3)cc1	-6	x	x	39*	-0.0043	53*	-5	0.5	x
O=C(C1CCN(c2nnc(-n3cccc3)s2)CC1)N1CCOCC1	7	x	x	13	-0.41	-13	0	1.1	x
O=C(N/N=C/c1ccc2cccc(OCc3ccccc3)c2n1)c1ccc(Cl)cc1	1	-6	8	11	0.21	-5	-8	1.1	-3.1*
O=C1Nc2ccc(F)cc2C12Nc1ccccc1-c1nnc(SCc3ccccc3F)nc1O2 (centres undefined)	-1	0	3	22	0.11	6	-15	0.9	-1.3
Cc1cccc(C)c1NC(=O)Nc1cccs1	17	5	-6	-2	0.076	4	3	1	0.38
O=C(Nc1sc2c(c1C(=O)O)CCC2)c1ccccc1	26	-8	10	21	x	22	-9	0.8	-0.48
COc1ccc(C(C)=O)cc1COC(=O)c1cccc(N(C)C)c1	-4	x	x	15	0.018	79*	-4	0.2	-0.04
CC(=O)Nc1cccc(C(=O)OC(C(=O)c2ccc(C)cc2)c2ccccc2)c1 (centres undefined)	-11	-1	3	33*	2.2	76*	-8	0.2	-1.2
CCCc1nnc(SCC(=O)N2C(C)CCCC2C)n1CC1CCCO1 (centres undefined)	-1	-7	10	10	-1.4	-1	-1	1	2.3
CN(C(=O)NC(=O)C1=C(N2CCOCC2)/C(=C/c2ccccc2)CC1)S(C)(=O)=O	-1	-1	1	12	-0.35	6	-14	0.9	2.1
COCCSc1nnc(NC(=O)Cc2cccs2)s1	19	5	-10	4	-0.12	x	-6	x	0.76
N#Cc1ccc(CSc2nnc(-c3ccccn3)n2-c2ccccc2)cc1	1	-3	1	7	-0.094	43	1	0.6	-0.79
FC(F)(F)c1nnc2sc(-c3ccncc3)nn12	-15	9	-10	22	-0.92	13	4	0.9	1
COc1ccc(-c2ccc(CCC(=O)O)n2NC(=O)c2cccs2)cc1	2	13	-13	10	0.0051	x	2	x	0.65
CCOC(=O)c1ccc(N2C(=O)C(O)=C(C(C)=O)C2c2ccccn2)cc1 (centres undefined)	-1	-7	7	-6	-0.52	52*	4	0.5	0.5
CC(=O)CSc1nc(N)c(C#N)c(-c2cccs2)c1C#N	0	-12	14	6	-1	60*	-4	0.4	-2.2
CCOC(CNC(=O)c1ccc2c(c1)nc(C)n2-c1cccc(F)c1)OCC	x	-8	6	x	0.34	x	x	x	0.72
O=S(=O)(NCC1CCCO1)c1ccc2oc3ccc(S(=O)(=O)NCC4CCCO4)cc3c2c1 (centres undefined)	16	10	-10	2	-0.09	52*	-3	0.5	-0.09
COc1ccccc1NCc1nnc(SCC(=O)N/N=C/c2ccco2)n1-c1ccc(Cl)cc1Cl	-3	-8	11	25	0.28	22	7	0.8	0
Cn1c(=O)c2ncn(CC(=O)NCCC3=CCCCC3)c2n(C)c1=O	1	0	-4	-5	-0.67	x	9	x	-0.52
CC(=C1C(=O)c2ccccc2C1=O)N1CCC(C(N)=O)(N2CCCCC2)CC1	-2	-2	2	16	-0.002	-6	-6	1.1	0.75
O=C(COc1ccc(Cl)cc1Cl)NCc1ccco1	0	2	-2	0	-0.57	32	6	0.7	-0.27
O=C(Nc1ccc(Cl)cc1)N1CCCN(Cc2ccccc2F)C1	-7	-7	6	-2	0.75	24	20	0.8	0.66
Cc1ccc(C(C)n2cc(C(=O)NCc3ccncc3)nn2)cc1 (centres undefined)	-3	-7	8	-1	0.42	89*	0	0.1	0.74
C=CCN1CC(O)=C(c2ccccc2)C1=N	-2	1	-4	4	-0.52	-5	6	1.1	-0.68
O=C(OCn1ncc(Cl)c(Cl)c1=O)c1ccccc1Cl	79*	-8	10	25	1.2	-17	16	1.2	0.85
CCOC(=O)N1CCC(N2CC34C=CC(O3)C(C(=O)O)C4C2=O)CC1 (centres undefined)	-1	-6	6	-2	0.00088	-18	0	1.2	x
CSc1nc(NCC(C)C)nc(N2CCOCC2)n1	-3	-9	8	8	0.097	4	-4	1	0.01
COc1ccc(N(CC(=O)Nc2ccc3c(c2)OCO3)S(=O)(=O)c2c(C)nn(C)c2C)cc1	-2	7	-8	10	-0.66	79*	1	0.2	x
Cc1ccc(C(=O)N/C(N)=N/c2nc3ccccc3o2)cc1	2	1	-1	6	0.11	15	-5	0.9	-0.25
Cc1ccccc1Cn1nnc(-c2cccc(C(=O)O)c2)n1	0	-7	9	6	-0.12	41	-4	0.6	0.44
CCn1c(SCC(=O)NCc2ccccc2)nc2c(c1=O)SC(C)C2 (centres undefined)	0	-5	2	28	1.8	61*	-5	0.4	x
COc1ccccc1N1CCN(CC(=O)c2c(C)[nH]c3cc(C)ccc23)CC1	2	2	-2	3	0.91	4	-1	1	-1
Cc1cc(C)cc(NC(=O)CSc2nc3c(c(=O)n2C)SC(C)C3)c1 (centres undefined)	15	x	x	-3	0.09	18	2	0.8	x
O=C(CSc1ccc2ccccc2n1)N1CCC(c2noc3ccc(F)cc23)CC1	x	-2	2	x	0.1	x	x	x	-0.51
Cc1cc(NC(=O)CN2C(=O)NC(C)(c3ccccc3)C2=O)no1 (centres undefined)	20	3	-1	-1	-0.38	48	-9	0.5	0.73
O=C(O)c1cc(Cl)ccc1NC(=O)C1CCCO1 (centres undefined)	12	-5	7	6	0.0019	13	-7	0.9	-0.35
Cc1ccc2[nH]c3nc(SCCN4CCOCC4)nnc3c2c1	x	x	x	x	-0.011	10	x	0.9	0.5
Cc1csc2nnc(N)n12	19	0	-1	-6	-0.12	-4	2	1	-0.09
COC(=O)COc1ccc(S(=O)(=O)NCCC2=CCCCC2)cc1Cl	3	-2	5	1	-0.068	29	8	0.7	1.3
COc1ccc(N(CC(=O)NC2CCCCC2)S(=O)(=O)c2c(C)[nH]c(=O)[nH]c2=O)cc1	-5	0	-3	7	0.62	34	-6	0.7	x
Cc1ccc(C(=O)NCCCN2CCOCC2)o1	x	-10	7	x	-0.22	x	x	x	0.5
Cc1occc1-c1nnc(SCC(=O)NCCc2ccccc2)n1C(C)c1ccccc1 (centres undefined)	-2	x	x	-2	2.7*	84*	5	0.2	-0.85
Cc1ccc(Oc2ccc3c(c2)C(=O)N(c2cccc4cccnc24)C3=O)cc1	-1	3	-4	9	0.72	-12	3	1.1	-0.95
O=C(NCC(c1ccco1)N1CCCC1)c1ccc(Cl)cc1 (centres undefined)	4	7	-4	4	0.017	26	3	0.7	1
COc1ccc(OC)c(CN2CCCC(C(=O)N3CCCCC3)C2)c1 (centres undefined)	5	6	-7	5	0.0047	3	6	1	1
CCCn1c(NCc2cccc(OC)c2O)nc2ccccc21	-2	-6	5	-5	0.04	x	3	x	-1
O=C1c2ccccc2C(Nc2ccc(S(=O)(=O)N3CCCCCC3)cc2)N1Cc1ccco1 (centres undefined)	0	7	-10	21	-0.63	97*	-7	0	x
CCCCC(=O)NNC(=S)NC(=O)c1cccc([N+](=O)[O-])c1	0	6	-2	14	-0.88	25	31	0.7	-0.06
Cc1ccccc1C(=O)Nc1cccc(-c2nnc(SCC(=O)O)n2C)c1	5	-1	0	2	0.48	-11	2	1.1	0.43
CN(C)c1ccc(C(=O)Nc2nnc(-c3ccc(Cl)cc3)o2)cc1	9	x	x	1	0.17	2	-18	1	x
Cc1csc(Nc2ccccc2C(F)(F)F)n1	5	6	-4	6	-0.015	2	26	1	0.3
CN(C)S(=O)(=O)c1ccc(C(=O)Nc2ccc(F)cc2F)cc1	-2	x	x	7	0.032	-12	2	1.1	x
Cc1ccc(-c2cc(C(F)F)n3ncc(C(=O)N4CCCc5ccccc54)c3n2)cc1	x	-11	7	x	-0.66	x	x	x	-0.02
Cn1nnnc1P(=O)(c1ccccc1)c1ccccc1	-11	-1	-1	-3	0.029	0	3	1	0.05
O=C(/C=C/c1ccco1)NC(=S)Nc1cccc(-c2nc3ccccc3o2)c1	-7	-8	10	-7	0.1	39	-5	0.6	0.11
CC(C)C1N(C(=O)CN2CCCC2)CCN1S(=O)(=O)c1ccccc1 (centres undefined)	10	-4	1	4	-0.29	-1	-1	1	1.1
CCOC(=O)c1cnc(-n2nc(C)cc2C)nc1NCc1ccc2c(c1)OCO2	22	-8	5	12	-7*	62*	-3	0.4	-1.5
CCN(CC)C(=O)CSC1c2ccccc2C(=O)N1c1ccccc1 (centres undefined)	-8	5	-4	-6	-0.46	-6	1	1.1	0.29
CCSc1nnc(NC(=O)CSc2nccn2-c2cc(C)cc(C)c2)s1	4	-1	2	19	-0.31	50*	6	0.5	x

Five compounds picked at random from those above:
SMILES	PostGolgi yeast	PTPN22 act	LYP inh 2	PostGolgi ctrl	DAT uptake mod	CYP2C9 inh	E coli WT exp	CYP2C9 activ	PTK2B oligo ant
Cc1csc(Nc2ccccc2C(F)(F)F)n1	5	6	-4	6	-0.015	2	26	1	0.3
CN(C)c1ccc(C(=O)Nc2nnc(-c3ccc(Cl)cc3)o2)cc1	9	x	x	1	0.17	2	-18	1	x
O=C(NCC(c1ccco1)N1CCCC1)c1ccc(Cl)cc1 (centres undefined)	4	7	-4	4	0.017	26	3	0.7	1
Cc1occc1-c1nnc(SCC(=O)NCCc2ccccc2)n1C(C)c1ccccc1 (centres undefined)	-2	x	x	-2	2.7*	84*	5	0.2	-0.85
CCSc1nnc(NC(=O)CSc2nccn2-c2cc(C)cc(C)c2)s1	4	-1	2	19	-0.31	50*	6	0.5	x

The listing continues.
SMILES	PostGolgi yeast	PTPN22 act	LYP inh 2	PostGolgi ctrl	DAT uptake mod	CYP2C9 inh	E coli WT exp	CYP2C9 activ	PTK2B oligo ant
CCOc1ccc(OCC)c(NC(=O)CN2CCN(CC)CC2)c1	x	2	-3	x	-0.15	x	x	x	0.89
CCOC(=O)c1c(C)[nH]c(C(=O)CN2CCOCC2)c1C	1	x	x	9	-1.5	13	4	0.9	0.07
Cc1ccc(Cn2ccc(NC(=O)c3noc4c3CCCCC4)n2)cc1	6	x	x	11	0.055	-7	-4	1.1	-1.1
O=C(Nc1ccc(Cl)cc1C(=O)NCCN1CCOCC1)c1ccc(Cl)cc1Cl	-3	2	-1	9	0.25	30	6	0.7	-0.42
Nc1ccnc(C(F)(F)F)c1C(=O)c1ccccc1	0	-5	2	-1	-0.93	7	8	0.9	-0.72
Cc1nc2oc3ccccc3c(=O)c2c(=O)n1Cc1ccccc1	0	0	0	10	0.89	-16	-2	1.2	0.31
COc1ccc(NS(=O)(=O)c2cc(C)ccc2C)cc1	-2	-5	2	13	0.35	72*	9	0.3	-1.7
O=C(NCCCN1CCOCC1)c1cn(-c2ccccc2)nc1-c1cccs1	-8	3	-3	0	-0.16	1	8	1	0.21
CC1=C(C(N)=O)C(c2cccc(O)c2)n2nc(CCCO)nc2N1 (centres undefined)	3	4	-7	2	-0.68	-8	-2	1.1	x
Cc1cc(C)n(C(=O)c2ccc(S(=O)(=O)NCC3CCCO3)cc2)n1 (centres undefined)	4	3	-4	13	-0.24	58*	-1	0.4	0.64
O=C(CC1C(=O)NCCN1C(=O)Nc1ccccc1)Nc1ccc2c(c1)OCO2 (centres undefined)	-8	2	-5	3	1.2	32	2	0.7	-1.2
C=CCC(NC(C)c1ccccc1)c1ccco1 (centres undefined)	-4	-2	4	3	0.67	20	-3	0.8	0.61
CCn1cc(SCC(=O)N2CCOCC2)c2ccccc21	1	4	-6	5	-1.7	0	-2	1	x
Cc1cc(C)cc(OC(=O)CCN2C(=O)c3ccccc3C2=O)c1	x	7	-6	x	-0.14	x	x	x	0.99
CC1(C)Oc2ccc(C(=O)N3CCc4ccccc43)cc2N(CC(=O)N2CCCC2)C1=O	-11	-11	8	2	0.27	34	-1	0.7	-0.72
CC(C)OC(=O)C1C2C=CC3(CN(Cc4cccs4)C(=O)C13)O2 (centres undefined)	x	3	-1	x	2.2	8	x	0.9	0.73
CCCCN=C(Nc1ccc(Cl)cc1)c1cccnc1	8	-2	5	2	-0.16	20	7	0.8	-0.37

Bioassay records as filed in PubChem BioAssay.
